TCR act = T cell receptor activation; Potency, µM (highest dose often 9.22 µM), for the others: top-dose activation of IL-2 secretion, most hits filed as activators; primary human leukocytes, anti-CD3, IL-2 HTRF, 48 h; 330,000 tested, under 10 active; further: % of control where 0% means no effect
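Activity was scored as IL-2 release from primary human leukocytes given only a TCR signal (a-CD3 beads) plus compound for 48 hr. Detection used a two-antibody HTRF format read at 665nm.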
a7 integrin act = activators of alpha7 integrin expression for muscular dystrophy; alpha7betagal myoblasts, beta-gal FDG fluorescence, 48 h; 350,000 compounds, 0.064% hits; AID 624291; Potency, µM (titrated, usually from 38.3 µM), for inactives: top-dose activation, actives largely listed as activators;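 further: potency means the concentration at half of the fitted maximal effect; 100% = response of the positive control SU9516; nearly all actives have a fitted effect of over 60% in size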
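Alpha7betagal+/- myoblasts (passage 13) were plated 16-24 hr, then exposed to compounds (1:260 dilution of DMSO stock) for 48 hours at 37C. After MPER lysis, β-galactosidase reporter activity was read as FDG fluorescence (ex 480/em 540) after 30 minutes.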
ASM inhibitor = human S-ASM enzyme inhibition; P17405; placental ASM, HMU-PC fluorogenic substrate, 60 min; Potency, µM (highest dose often 57.5 µM), for inactives: at the highest dose activity change, negative = inhibition, usual class: inhibitors; 340,000 compounds, 0.006% hits; AID 504937; further: potency means the concentration at half of the fitted maximal effect
Target sequence (P17405 47-631 limits assumed): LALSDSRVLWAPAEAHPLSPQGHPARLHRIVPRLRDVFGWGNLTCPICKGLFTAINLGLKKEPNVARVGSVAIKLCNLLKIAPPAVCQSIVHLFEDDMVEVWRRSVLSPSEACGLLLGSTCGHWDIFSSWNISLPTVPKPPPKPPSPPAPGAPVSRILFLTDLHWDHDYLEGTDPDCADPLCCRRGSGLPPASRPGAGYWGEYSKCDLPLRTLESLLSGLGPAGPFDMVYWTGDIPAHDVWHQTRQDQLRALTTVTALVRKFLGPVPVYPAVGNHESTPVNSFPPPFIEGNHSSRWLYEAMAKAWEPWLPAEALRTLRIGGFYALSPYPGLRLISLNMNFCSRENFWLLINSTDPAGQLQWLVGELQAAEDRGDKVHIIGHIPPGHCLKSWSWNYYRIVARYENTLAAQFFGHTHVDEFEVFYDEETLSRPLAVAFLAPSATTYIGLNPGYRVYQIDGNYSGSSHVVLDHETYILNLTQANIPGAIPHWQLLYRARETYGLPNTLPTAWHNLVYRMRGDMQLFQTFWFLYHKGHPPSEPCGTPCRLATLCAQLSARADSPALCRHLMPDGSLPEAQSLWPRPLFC
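Human placenta-derived ASM enzyme was preincubated with compound for 10 minutes at room temperature, then given fluorogenic substrate HMU-PC0 (9 uM final) for 60 minutes at 37 °C; a pH 10 stop preceded fluorescence reading at Ex 386/Em 447 nm.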
PTAP TSG101 blk = blocks PTAP/TSG101 interaction to inhibit HIV-1 budding; Q99816; Fluorescence polarization, FITC-PTAP peptide / Tsg101 binding; Potency, µM (series often up to 115 µM), without a hit: at the top dose activity change, negative = inhibition, actives largely listed as inhibitors; 340,000 tested, under 10 active; AID 493005; active means well fitted inhibition curve with a large enough effect in the main read-out, with a control signal flat, not every such curve was filed as active; inconclusive means small, poorly fitted or top-dose-only effect, or effect the other way, or a change in a side signal; inactive means no such curve, though single readings can be large or run the other way; further: potency means the concentration at half of the fitted maximal effect; % of control where 0% means no effect
Target sequence (Q99816 whole entry, looked up): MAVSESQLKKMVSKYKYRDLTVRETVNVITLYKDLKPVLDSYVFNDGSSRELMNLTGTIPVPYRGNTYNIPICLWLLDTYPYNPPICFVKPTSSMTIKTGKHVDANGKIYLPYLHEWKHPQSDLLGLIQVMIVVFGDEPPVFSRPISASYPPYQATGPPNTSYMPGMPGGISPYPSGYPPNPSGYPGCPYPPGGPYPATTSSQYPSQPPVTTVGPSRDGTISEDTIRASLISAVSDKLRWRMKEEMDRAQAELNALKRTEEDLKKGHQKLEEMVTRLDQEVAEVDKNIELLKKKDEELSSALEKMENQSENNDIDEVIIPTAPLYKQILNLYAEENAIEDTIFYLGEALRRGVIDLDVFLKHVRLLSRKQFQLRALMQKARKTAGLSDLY
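Tsg101 binding domain (10 uM final) was mixed with compound and a FITC-labeled PTAP peptide (50 nM final) in HEPES pH 7.5 buffer with NaCl, Tween 20, EDTA and TCEP; fluorescence polarization was read after 20 min at r.t.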
An asterisk follows results filed as active; ? = inconclusive; [ ] = another dose, or the depositor's remark. Unless noted, the call rests on the fitted dose curve; in most records, active means well fitted curve in the direction sought with a large enough effect; inconclusive means small, poorly fitted or top-dose-only effect, or another doubt; inactive means no such curve, though single readings can be large; an effect the other way counts as inactive or inconclusive.

cpd	TCR act	a7 integrin act	ASM inhibitor	PTAP TSG101 blk	SMILES
1	-1%	-20%	2%	-4%	COC(=O)C1=C[C@@H](C(=O)OC)[C@@H]2C3=C(C(=O)[C@]2(CC(C)C)NC(=O)c2ccccc2)[C@H](C)n2c(=O)n(-c4ccccc4)c(=O)n2[C@@H]3C1
2	-1%	0%	7%	-1%	COc1ccc(-c2nc3cc(C)ccn3c2NCC2CCCO2)cc1OC (centres undefined)
3	-12%	6%	12%	-2%	CCN(CC)CCCN1C=C2C(=O)C(C)(OC(=O)CCC(=O)OC)C(=O)C=C2C=C1C1CC1 (centres undefined)
4	-1%	?	8%	-1%	CCN1CCN(S(=O)(=O)c2ccc(Cl)c(C(=O)N(CC(C)C)C3CCS(=O)(=O)C3)c2)CC1 (centres undefined)
5	8%	-27%	4%	0%	COc1ccc(/C=C/C(=O)Oc2ccc(C=O)cc2OC)cc1
6	3%	11%	-5%	0%	O=C(O)C[C@H]1c2cc(F)ccc2S(=O)(=O)N1C1CCCC1
7	-2%	14%	0%	-5%	O=Cc1c[nH]c2ccc(NC(=O)OCc3ccccc3)cc12
8	5%	11%	1%	0%	Nc1c(N(CCO)C(=O)c2ccccc2OCc2ccccc2Cl)c(=O)[nH]c(=O)n1Cc1ccccc1
9	-7%	22%	8%	0%	Cc1ccc(C(=O)Nc2ccccc2C(=O)O)cc1S(=O)(=O)Nc1ccc(Br)cc1
10	-8%	24%	0%	0%	O=C(NC(=O)c1c(F)cccc1F)Nc1cccc(Oc2ncc(Cl)cn2)c1
11	7%	9%	-1%	-10%	O=C(N=Nc1c(O)[nH]c2ccccc12)Nc1ccccc1
12	4%	13%	4%	-1%	COc1cc2c(c(OC)c1OC)C(=O)CO2
13	-1%	-43%	51%[activator]	-1%	Cc1c(-c2ccccc2)c(-c2ccc(OCCN(C)C)cc2)n2ccccc12
14	6%	-25%	2%	-11%	C(=NOCCc1ccccc1)c1ccccn1
15	-3%	19%	-1%	-2%	COc1ccc(NC(=O)c2ccc3c(c2)S(=O)(=O)N=C2CCCCCN23)cc1S(N)(=O)=O
16	1%	-53%[inhibitor]	136%[activator]	0%	O=C1NC(c2cccc3ccccc23)Nc2ccc(Cl)cc21 (centres undefined)
17	10%	19%	-2%	-3%	Cn1nc(SCc2ccccc2)c(=O)n(C(c2ccccc2)c2ccccc2)c1=O
18	7%	-9%	-8%	3%	C#Cc1ccc([C@H]2C=C(C(=O)NCc3ccccc3)O[C@@H](OCc3ccc(CO)cc3)C2)cc1
19	-2%	?	-9%	0%	CCN(c1ccccc1)S(=O)(=O)c1cccc(C(=O)OCC(=O)c2c(N)n(C)c(=O)n(C)c2=O)c1
20	-2%	27%	-5%	-7%	O=C1[C@H]2[C@H](C=CC[C@H]2C(=O)N2CCN(c3ccccc3)CC2)CCN1Cc1ccccc1

The list continues:
cpd	TCR act	a7 integrin act	ASM inhibitor	PTAP TSG101 blk	SMILES
21	-8%	-12%	205%[activator]	-6%	COc1ccc(OC)c(/C=N/NC(=O)c2cccc3ccccc23)c1
22	-3%	3%	5%	-12%	CN(C(=O)C=Cc1ccco1)c1ccccc1
23	-1%	15%	-1%	0%	COC(=O)C1NC(=O)N2C(C(=O)OC)C(C)(C)S[C@H]12 (some centres undefined)
24	-3%	-56%[inhibitor]	?	-2%	CCOC(=O)c1c2c(n(Cc3ccccc3)c1C)C(=O)C(=O)c1ccccc1-2
25	7%	-6%	-3%	0%	Oc1ccccc1C=NN1CCCCCC1
26	-2%	-43%	-22%	-1%	OCCCn1c(CCNc2nc(-c3ccc(F)cc3)cs2)nc2cc(C(F)(F)F)ccc21
27	1%	0%	-4%	-2%	O=C(Nc1cccc2cccnc12)c1ccccc1Cl
28	-2%	26%	0%	-2%	Cc1ccc(S(=O)(=O)N/N=C/c2ccc(OCC(=O)NC(C)C)cc2)cc1
29	4%	0%	39%[activator]	-5%	O=C(Nc1ccc2ccccc2c1)c1ccccc1[N+](=O)[O-]
30	7%	11%	9%	-2%	O=C(O)C(c1ccccc1)C1(O)CCC1 (centres undefined)
31	7%	-47%[inhibitor]	-4%	1%	CC[C@H](C)[C@H](NC(=O)OCc1ccccc1)C(=O)OCC(=O)N1CCN(c2ccc(F)cc2)CC1
32	-2%	-11%	4%	-4%	CCOC(=O)c1c(SCCN2CCCC2)n(-c2ccccc2)c(=S)n(-c2ccccc2)c1=O
33	-3%	13%	4%	-8%	Cc1nc(N)[nH]c(=O)c1CCCNc1ccc(CCCCC2(CCl)OCCO2)cc1
34	-4%	4%	4%	-5%	CC(C)(C)S(=O)(=O)N1Cc2cc(CO)cc(CCO)c2[C@H]1CCO
35	-4%	30%	4%	1%	C/C(Nc1ccc(Cl)cc1)=C1/CCOC1=O
36	3%	?	-1%	1%	c1ccc(-c2nn(-c3ccccc3)[n+](-c3ccccc3)n2)cc1
37	-13%	-11%	-7%	-3%	Cc1ccc(CSCC(=O)Nc2cc(S(=O)(=O)N3CCOCC3)ccc2OCC(F)(F)F)cc1
38	2%	11%	11%	0%	Cc1cc(NC(=O)c2cc3ccccc3o2)no1
39	-3%	0%	5%	0%	COC(=O)c1ccccc1NC(=S)NC(=O)COc1ccc(C)cc1
40	-4%	4%	-1%	-9%	CC(C)C[C@H]1COCCS(=O)(=O)N1Cc1cccc(Cl)c1

Structures listed so far containing two or more sulfur atoms, in the order listed:
cpd	TCR act	a7 integrin act	ASM inhibitor	PTAP TSG101 blk	SMILES
4	-1%	?	8%	-1%	CCN1CCN(S(=O)(=O)c2ccc(Cl)c(C(=O)N(CC(C)C)C3CCS(=O)(=O)C3)c2)CC1 (centres undefined)
15	-3%	19%	-1%	-2%	COc1ccc(NC(=O)c2ccc3c(c2)S(=O)(=O)N=C2CCCCCN23)cc1S(N)(=O)=O
32	-2%	-11%	4%	-4%	CCOC(=O)c1c(SCCN2CCCC2)n(-c2ccccc2)c(=S)n(-c2ccccc2)c1=O
37	-13%	-11%	-7%	-3%	Cc1ccc(CSCC(=O)Nc2cc(S(=O)(=O)N3CCOCC3)ccc2OCC(F)(F)F)cc1

Later entries:
cpd	TCR act	a7 integrin act	ASM inhibitor	PTAP TSG101 blk	SMILES
41	1%	-23%	166%[activator]	-5%	CCCc1cc(-n2ccnc2C)n2c(nc3ccccc32)c1C#N
42	1%	-19%	-3%	221%[activator]	Cn1cc(C(=O)C(=O)N2CCCCC2)c2ccccc21
43	4%	19%	-6%	-1%	CC(=O)OC(C)C1C2=C(C(=O)CC1(C)O)C(=O)c1c(ccc(-c3ccc4c(c3O)C(=O)C3=C(C4=O)C(C(C)OC(C)=O)C(C)(O)CC3=O)c1O)C2=O (centres undefined)
44	-1%	-15%	0%	-5%	COC(=O)c1ccc(N2CCOCC2)c(NC(=O)c2cc3ccccc3o2)c1
45	3%	-6%	2%	-3%	CCC(C)c1ccc(NC(=O)C2CC3CCC2C3)cc1 (centres undefined)
46	-3%	-10%	0%	-8%	Cn1c(=O)n(Cc2ccccc2)c(=O)c2c1nc1n2CCCN1C1CCCCC1
47	-3%	-21%	0%	2%	CCc1ccc(C(C)NC(=O)c2cccs2)cc1 (centres undefined)
48	9%	?	6%	-1%	COc1ccccc1C(=O)Nc1ccnn1C1CCN(C(=O)c2ccoc2)CC1
49	-2%	-35%	-2%	-5%	CCOc1ccc(NS(=O)(=O)c2cccc(C(=O)N3CCN(C/C=C/c4ccccc4)CC3)c2)cc1
50	-36%	11%	2%	-5%	O=C(O)c1ccc(S(=O)(=O)c2ccccc2)s1
51	-6%	-39%	-8%	-2%	CCN(CC)S(=O)(=O)c1cc(NC(=O)Cc2ccc(S(=O)(=O)N3CCOCC3)s2)ccc1Cl
52	-5%	15%	4%	-10%	O=c1[nH]c(=S)[nH]cc1Oc1ccc(Br)cc1Br
53	2%	0%	-3%	-2%	N#CC(c1ccc([N+](=O)[O-])cc1)C(CC(=O)c1ccccc1)c1ccccc1 (centres undefined)
54	5%	?	-14%	?	COc1cccc2c1C(=O)c1c(O)c3c(c(O)c1C2=O)CC(O)(C(=O)CO)CC3OC1CC(N(C)C)C(O)C(C)O1 (centres undefined)
55	-1%	2%	-2%	-3%	CCN(CC)CC(=O)NC1CCCc2c1cnn2-c1cc(F)cc(F)c1 (centres undefined)
56	3%	27%	0%	-4%	CCC(CC)CN1CCC(CN2C(=O)C(=O)NC[C@@H]2[C@@H](C)CC)CC1
57	2%	-17%	2%	-3%	O=C(c1ccc(CN2CCc3ccccc3C2)cc1)N1CCN(c2ccc(F)cc2)CC1
58	-5%	-21%	2%	-5%	COc1cccc(COC(=O)c2cc(S(=O)(=O)N3CCOCC3)ccc2Cl)c1OC
59	-32%	0%	1%	-2%	O=C(CN1CCN(C(=O)c2ccccc2Cl)CC1)Nc1cccc(S(=O)(=O)N2CCCC2)c1
60	3%	0%	-2%	-8%	O=C(Cc1ccc(NC(=O)C2CCCN(C(=O)C3CC3)C2)cc1)Nc1ccc(C(=O)N2CCOCC2)cc1 (centres undefined)

A second format for 7 compounds above:
cpd	structure	TCR act	a7 integrin act	ASM inhibitor	PTAP TSG101 blk
56	CCC(CC)CN1CCC(CN2C(=O)C(=O)NC[C@@H]2[C@@H](C)CC)CC1	3%	27%	0%	-4%
42	Cn1cc(C(=O)C(=O)N2CCCCC2)c2ccccc21	1%	-19%	-3%	221%[activator]
50	O=C(O)c1ccc(S(=O)(=O)c2ccccc2)s1	-36%	11%	2%	-5%
54	COc1cccc2c1C(=O)c1c(O)c3c(c(O)c1C2=O)CC(O)(C(=O)CO)CC3OC1CC(N(C)C)C(O)C(C)O1 (centres undefined)	5%	?	-14%	?
43	CC(=O)OC(C)C1C2=C(C(=O)CC1(C)O)C(=O)c1c(ccc(-c3ccc4c(c3O)C(=O)C3=C(C4=O)C(C(C)OC(C)=O)C(C)(O)CC3=O)c1O)C2=O (centres undefined)	4%	19%	-6%	-1%
59	O=C(CN1CCN(C(=O)c2ccccc2Cl)CC1)Nc1cccc(S(=O)(=O)N2CCCC2)c1	-32%	0%	1%	-2%
52	O=c1[nH]c(=S)[nH]cc1Oc1ccc(Br)cc1Br	-5%	15%	4%	-10%

Next section:
cpd	TCR act	a7 integrin act	ASM inhibitor	PTAP TSG101 blk	SMILES
61	-4%	-8%	5%	-4%	CC(C)(C)CC(C)(C)N=C1Nc2ccccc2NC12C[C@H]1CCC(=O)N3CC[C@@H](C2)[C@@H]13 (some centres undefined)
62	-6%	4%	0%	-4%	Cc1cc(C)c2c(c1C)C(=O)CCC2
63	0%	0%	?	2%	OCCCn1c(C2CCCN2c2nc(-c3ccc(Cl)cc3)cs2)nc2cc(C(F)(F)F)ccc21 (centres undefined)
64	3%	9%	5%	-4%	CCCCN1C=C(C(=O)OCC)C(=O)CC1
65	0%	-15%	28%	-9%	N#C/C(=C\c1cccc2ccccc12)c1nn(-c2ccccc2)c(N)c1C#N
66	4%	0%	-1%	-2%	CN1C(c2ccc(F)cc2)=CS/C1=C(/C#N)c1nnc2n1-c1ccccc1SC2
67	5%	5%	-2%	-1%	C=C1CCN([C@@H](CC(C)C)C(=O)NCc2ccco2)S(=O)(=O)c2ccccc21
68	5%	-6%	-1%	-1%	CCCNS(=O)(=O)c1cc2c(cc1Br)CCN2C(=O)CC
69	-3%	-13%	1%	1%	COc1ccc(C(=O)NCC(C)(c2ccccc2)c2ccccc2)cc1S(=O)(=O)N1CCOCC1
70	-2%	-5%	-1%	-2%	COc1cccc(-c2ccc3c(c2)C2CC3CCN2C(C)=O)c1 (centres undefined)
71	-2%	7%	6%	-7%	CC1=CC2=NC(=O)C(c3ccccc3)C(=O)N2C=C1 (centres undefined)
72	-2%	-15%	-2%	-1%	Cn1c(=O)c(C(=O)c2ccccc2)c(O)c2ccccc21
73	5%	-20%	4%	?	Cc1ccccc1N1CCN(c2ccccc2NC(=O)/C=C\C(=O)O)CC1
74	0%	7%	-3%	0%	COc1ccc(CCNC(=O)Cc2cc3c(cc2[N+](=O)[O-])OCO3)cc1OC

Bioassay records as filed in PubChem.

A portion of the library; count on the stated rates, not on these rows.
